Screens from PubChem BioAssay.
TcdB inh – TcdB glycohydrolase inhibition; P18177; TcdB glycohydrolase enzymatic assay, plate reader; inhibition, % at 9.99 µM; hit rate 0.24% among 350,000; AID 652162; in the data active = inhibition above about 10%
BoNT F protease – BoNT F light chain protease inhibition; hit rate 0.22% among 360,000; inhibition, % at 10 µM; Multiplex microsphere protease cleavage assay, flow cytometry; in the data active = inhibition above about 35%, passing the limit was not always enough; inconclusive = no clear call, values can overlap the other calls; also: plate controls were buffer without enzyme for full effect and enzyme alone for no effect
PrPC surface inh – inhibitors of human cell surface prion protein PrPC. TR-FRET read-out. inhibition, % at 13.8 µM. hit rate 0.43% among 370,000; in the data active = inhibition above about 24%; also: 0% = median of the test wells and 100% = reference compound wells
Anthrax LF inh2 – anthrax lethal factor protease inhibition; P15917; multiplex microsphere protease cleavage assay, LF; inhibition, % at 10 µM; hit rate 0.12% among 360,000; AID 588501; also: plate controls were buffer without enzyme for full effect and enzyme alone for no effect
CCHFV vOTU inh – blocks the CCHF virus ovarian tumor domain protease; hit rate 0.55% among 370,000; AID 651958; CCHFV vOTU protease, Pep-AMC fluorescence; inhibition, % at 11.5 µM; in the data active = inhibition above about 30%; also: 0% = vehicle wells with enzyme and 100% = no enzyme wells
PfHsp40 yeast – compounds rescuing yeast from Plasmodium falciparum HSP40 toxicity | S. cerevisiae expressing PfHsp40, growth rescue, ATP luminescence | hit rate 0.68% among 340,000 | growth rescue, % at 12.5 µM; in the data active = growth rescue above about 28%, passing the limit was not always enough; inconclusive = no clear call, values can overlap the other calls;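 also: yeast W303a lacking pdr1 and pdr3 grown in galactose medium; growth measured after three days at 30 °C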
BoNT A protease – BoNT A light chain protease inhibition. multiplex microsphere protease substrate cleavage, flow cytometry. inhibition, % at 10 µM. hit rate 0.17% among 360,000. AID 588499; also: plate controls were buffer without enzyme for full effect and enzyme alone for no effect
FadD28 FP inh – M. tuberculosis FadD28 bisubstrate binding inhibition | AID 588549 | FadD28 bisubstrate probe binding, fluorescence polarization | hit rate 0.22% among 360,000 | inhibition, % at 12.5 µM; in the data active = inhibition above about 8.5%, passing the limit was not always enough; inconclusive = no clear call, values can overlap the other calls
Y pestis TopoI – Y. pestis Topo-I inhibition via cleavage products; Y. pestis Topo-I cleavage product accumulation, plate reader; activity, % at 10 µM; hit rate 0.064% among 360,000; AID 504884; in the data active = activity above about 50%, passing the limit was not always enough; inconclusive = no clear call, values can overlap the other calls; also: inactives centre near 2
The depositor's hits bear a star; ? = inconclusive; / = not tested or not shown; & = joins results of further samples. Rule as the data show it, unless noted: active = inhibition above about 30%; inconclusive = no clear call, values can overlap the other calls; inactive = below that. Rows are unselected; about 2.3% have a hit in one of these screens.

Every second line gives: TcdB inh, BoNT F protease, PrPC surface inh, Anthrax LF inh2, CCHFV vOTU inh, PfHsp40 yeast, BoNT A protease, FadD28 FP inh, Y pestis TopoI
> COc1ccc(NC(=O)CN2C(=O)COc3ccc(C)cc32)cc1
 : -0.4, -21, -4, -5, 9, -0.9, -1.3, -0.5, -7
> O=C(CN1C(=O)C2C3C=CC(C4CC34)C2C1=O)OCC(=O)c1ccccc1 (stereo not given)
 : /, -4, 0, -1, -2, -0.4, -0.1, 0.2, 0
> COc1ccc(Cl)cc1NC(=O)CN(C)C(C)C(=O)NC(=O)NC1CCCCC1 (stereo not given)
 : 3.5, -11, -3, -3, 9, -1.1, -1.1, -4.8, 20
> COc1ccc2nc(NC(=O)C3CCN(S(=O)(=O)c4cccnc4)CC3)sc2c1
 : 0.4, -9, -3, 4, -2, 1.4, -0.1, -2.4, -6
> O=c1c2cnn(-c3ccccc3)c2nc(-c2cccs2)n1-c1ccc(Cl)cc1
 : /, -4, -2, -3, -4, -0.5, 0.3, -2.0, 5
> COC(=O)Nc1ccc(S(=O)(=O)N2CCC(Cc3ccccc3)CC2)cc1
 : /, 8, -9, -6, 10, 14, 0.3, -1.7, 36
> CCCC(=O)C1=C(N(C)c2ccccc2)CC(C)(C)CC1=O
 : 0.6, ?, 2, -8, 5, 1.2, -3.1, 1.3, 1
> CCS(=O)c1ccccc1C(=O)OCC(=O)N1CCC(c2ccccc2)=N1 (stereo not given)
 : -0.1, -13, 4, -2, -9, -1.7, -0.6, -1.8, 12
> O=C(Nc1ccc(Br)cc1)C1CC(O)CN1C(=O)Oc1ccccc1 (stereo not given)
 : -0.2, -13, -8, 3, -4, -1.0, -1.6, -3.3, 4
> COc1ccc2nc(N(CCN(C)C)C(=O)/C=C/c3cccs3)sc2c1
 : -0.5, /, 3, /, 10, -0.2, /, 0.2, 9
> CC(C)N(C(=O)CSc1nnnn1C1CCCC1)C(C)C
 : 0.0, -11, -5, -3, -21, 1.0, -0.9, 1.0, 3
> COc1ccc(/C=C/C(=O)c2cc(Cl)cc(Cl)c2O)c(OC)c1
 : 0.7, -4, -3, -1, -7, 1.8, -0.5, -0.7, 5
> CCC(OC(=O)c1nsc(Cl)c1Cl)C(=O)NCCc1ccccc1 (stereo not given)
 : -1.9, 6, -2, -1, 2, -0.1, 0.3, -2.5, 2
> CCCCCOc1ccccc1C(=O)NCCC(=O)O
 : /, 1, -6, -1, 2, -0.7, -0.9, 0.7, -2
> CCn1c(C)cc(C(=O)CSc2nnc(-c3ccco3)o2)c1C
 : 0.5, -2, -9, -7, 1, -0.7, -0.6, 0.3, 2
> Cc1ccn2c(CC(C)(C)C)c(-c3ccc(F)cc3)nc2c1
 : -2.1, -5, 8, 2, 12, /, 0.1, -1.6, 20
> Cc1ccc(/C=C/C(=O)Nc2ccc([N+](=O)[O-])c(NC(=O)/C=C/c3ccc(C)o3)c2)o1
 : -0.3, -2, -10, -3, 16, -0.3, 0.6, -1.9, -23
> CCOc1ccc(C(=O)Nc2c3c(nn2-c2cccc(Cl)c2)CS(=O)C3)cc1 (stereo not given)
 : /, -1, -7, 0, -10, 1.5, -1.3, 1.2, 13
> CC(C)[C@H](NS(=O)(=O)c1ccc2c(c1)OCCO2)C(=O)OCC(=O)Nc1cc(Cl)ccc1Cl
 : /, -5, 2, -3, -4, 0.0, -1.1, -1.1, -4
> CC(=O)N1CCc2cc(S(=O)(=O)CCC(=O)Nc3ccc(Cl)cc3F)ccc21
 : 2.4, -8, -10, 0, -4, 0.2, -0.2, -3.4, 1
> CCOC(=O)c1cc2c(=O)n3ccccc3nc2n(Cc2ccco2)c1=NC(=O)c1ccccc1OC
 : -0.2, -4, -16, 2, -54, -0.2, 2.0, -4.7, 0
> COc1cccc(N/C=C/C(=O)c2ccc(C)cc2)c1
 : -0.1, ?, -1, 7, 7, -1.8, -4.0, -2.7, 8
> COc1cc(/C=N/Nc2ncc(C(F)(F)F)cc2Cl)cc(OC)c1OC
 : 0.1, -3, 3, -3, 8, 0.6, -0.4, -1.0, 6
> Cc1ccc(N(CC(=O)NC2CCCCC2)C(=O)CNC(=O)c2ccco2)cc1C
 : -0.4, -5, 8, -4, 20, -0.8, -2.2, -0.2, 21
> COc1ccc(CC(=S)NCCc2ccccc2)cc1
 : 1.2, -12, -6, -9, 17, -0.6, -3.7, -1.4, 4
> O=C(NCC1CCCN1S(=O)(=O)c1cccs1)C(=O)Nc1ccc(F)cc1F (stereo not given)
 : 1.3, ?, 7, ?, 5, 0.9, 4.4, -2.2, 7
> Cc1ccccc1-n1c(SCc2cccc(F)c2)nc2[nH]ncc2c1=O
 : /, -6, 7, -1, 14, -0.3, -0.6, -9.8, 13
> CN(C)S(=O)(=O)c1ccc(C(=O)NCCN=C2NS(=O)(=O)c3ccccc32)cc1
 : -4.6, -10, -1, -3, 0, 0.9, -2.1, -2.1, 8
> CCCc1cc(=O)oc2c(CN(CC)CC)c(O)c(Cl)cc12
 : 0.7, 1, 0, -10, -325, 0.4, -0.6, 0.1, 4
> COc1ccc(/C=C2\SC(=O)N(CCNC(=O)C3CC4C=CC3C4)C2=O)cc1 (stereo not given)
 : 1.8, 2, -9, -2, 4, 2.0, 0.5, -0.1, 3
> C=CCOc1ccc(/C=C/C(=O)N2CCCN(S(=O)(=O)c3c(C)noc3C)CC2)cc1
 : 1.3, 7, -13, 1, 15, /, -2.0, -5.7, 10
> C[C@@H](CO)NC(=O)c1ccc2c3n(nc2c1)-c1ccccc1CO3
 : 1.1, 4, -23, 6, -7, -2.2, 0.0, -0.9, 2
> CC(Cc1ccccc1)N/C=C1\CC(=O)NC1=O (stereo not given)
 : /, -1, 3, -2, 6, -1.1, 0.2, -3.5, -1
> Cc1c(/C(O)=C2/C(=O)C(=O)N(Cc3cccnc3)C2c2ccccn2)cnn1-c1ccccc1 (stereo not given)
 : -1.3, -5, -7, -1, 12, 0.1, -0.9, -1.2, 3
> COc1ccc(NC(=O)CC23CC4CC(CC(C4)C2)C3)cn1
 : 1.5, -9, 6, -6, -5, -0.6, 0.3, -1.7, 9
> COc1ccc(NC(=S)SC)cc1OC
 : 0.2, -4, -10, -2, -5, 0.5, 0.5, -0.5, -4
> CC1CCN(Cc2c(C(=O)N/N=C/c3ccc(C(F)(F)F)cc3)nnn2-c2nonc2N)CC1
 : -0.7, 8, -4, 3, 9, 0.4, 0.9, -1.8, -7
> COc1ccc(/C=C2/C(=O)N(c3ccccc3)N=C2C)cc1Br
 : 0.6, 9, -1, -13, 74*, 0.5, -0.3, -1.0, -6
> CCC(=O)N1Cc2cc(C(=O)NCCOC)nc(-c3cccc(-c4ccc(C#N)cc4)c3)c2[C@H]1CCO
 : 1.0&-1.1, -2, -4, 4, -6, /, 0.1, /, /
> CCOCCCNC(=O)C1CCN(S(=O)(=O)N2CC(C)CC(C)C2)CC1 (stereo not given)
 : /, -13, 2, -7, -9, -0.6, -1.9, -1.3, -3
> Cc1ccc(-n2c(Cc3cccn3C)nnc2SCC(=O)N2CCN(c3ccccc3)CC2)cc1
 : /, 4, -6, 0, 2, -0.9, -0.1, -1.6, 0
> COC1=C(C)C(=O)C2=C(C1=O)C(CO)N1C(C#N)C3CC4C(C1C2N1CCOC41)N3C (stereo not given)
 : -11, -6, -7, -12, -5, -0.8, -0.2, -1.2, 3
> COC1CCCN(C(=O)c2ccc(OC3CCN(S(=O)(=O)N(C)C)CC3)cc2)C1 (stereo not given)
 : -1.7, -7, 5, -5, -5, 0.4, 0.8, 2.5, 3
> COCCNC(=O)c1onc(CSc2ccccc2F)c1C(=O)O
 : 0.4, -2, 1, 2, -3, -2.1, -0.3, -3.6, -11
> CNC(=O)c1ccccc1S(=O)(=O)c1ccccc1C#N
 : /, -7, 7, 0, 4, 0.2, 0.3, -4.6, -6
> COc1cc(C2Oc3ccccc3C=C2[N+](=O)[O-])cc(OC)c1OC (stereo not given)
 : 2.2, -7, -3, -5, -12, /, 0.3, -2.4, 7
> CSCC[C@H](NC(=O)Nc1cccc(C(F)(F)F)c1)C(=O)O
 : /, 1, 1, 0, -1, 0.9, 0.1, -3.5, -2
> COc1ccc(C2C3=C(CC(C)(C)CC3=O)N(C)C3=C2C(=O)CC(C)(C)C3)cc1
 : 0.7, 9, -1, -1, -83, -2.2, 0.6, -0.2, 2
> COc1cc(C(=O)N2CCN(S(=O)(=O)c3cccs3)CC2)cc(OC)c1C
 : 0.9, 4, 0, 1, -9, -0.9, 0.1, -3.9, 27

An excerpt of these results, as labelled records.
C[C@@H](CO)NC(=O)c1ccc2c3n(nc2c1)-c1ccccc1CO3
  TcdB inh = 1.1
  BoNT F protease = 4
  PrPC surface inh = -23
  Anthrax LF inh2 = 6
  CCHFV vOTU inh = -7
  PfHsp40 yeast = -2.2
  BoNT A protease = 0.0
  FadD28 FP inh = -0.9
  Y pestis TopoI = 2

CC(Cc1ccccc1)N/C=C1\CC(=O)NC1=O (stereo not given)
  TcdB inh = /
  BoNT F protease = -1
  PrPC surface inh = 3
  Anthrax LF inh2 = -2
  CCHFV vOTU inh = 6
  PfHsp40 yeast = -1.1
  BoNT A protease = 0.2
  FadD28 FP inh = -3.5
  Y pestis TopoI = -1

Cc1c(/C(O)=C2/C(=O)C(=O)N(Cc3cccnc3)C2c2ccccn2)cnn1-c1ccccc1 (stereo not given)
  TcdB inh = -1.3
  BoNT F protease = -5
  PrPC surface inh = -7
  Anthrax LF inh2 = -1
  CCHFV vOTU inh = 12
  PfHsp40 yeast = 0.1
  BoNT A protease = -0.9
  FadD28 FP inh = -1.2
  Y pestis TopoI = 3

COc1ccc(NC(=O)CC23CC4CC(CC(C4)C2)C3)cn1
  TcdB inh = 1.5
  BoNT F protease = -9
  PrPC surface inh = 6
  Anthrax LF inh2 = -6
  CCHFV vOTU inh = -5
  PfHsp40 yeast = -0.6
  BoNT A protease = 0.3
  FadD28 FP inh = -1.7
  Y pestis TopoI = 9
